From PubChem BioAssay
S1P4 antag = antagonists of human S1P4 receptor | O95977 | S1P4-expressing cells, antagonist mode, reporter read-out | inhibition, % at 4.98 µM | 220,000 tested, 0.26% active | AID 1510; in the data active = inhibition above about 29%;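 also: 0% = wells stimulated with agonist and 100% = vehicle wells without agonist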
Target sequence (O95977 whole entry, looked up): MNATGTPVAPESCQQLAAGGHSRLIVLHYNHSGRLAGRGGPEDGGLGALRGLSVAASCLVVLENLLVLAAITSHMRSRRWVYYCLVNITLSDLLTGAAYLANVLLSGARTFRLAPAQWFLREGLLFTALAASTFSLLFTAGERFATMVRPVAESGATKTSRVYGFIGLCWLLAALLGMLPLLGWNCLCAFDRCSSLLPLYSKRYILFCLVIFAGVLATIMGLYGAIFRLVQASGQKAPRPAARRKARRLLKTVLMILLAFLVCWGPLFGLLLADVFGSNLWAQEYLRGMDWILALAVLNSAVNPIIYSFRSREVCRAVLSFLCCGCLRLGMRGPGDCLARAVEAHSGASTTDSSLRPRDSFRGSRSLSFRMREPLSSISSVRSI
NPY-Y2 PAM-ag = potentiates or activates human NPY-Y2 receptor. cells expressing NPY-Y2, potentiator/agonist read-out. 220,000 tested, 0.45% active. AID 1359. P49146. activation, % at 3.6 µM; in the data active = activation above about 27%;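 also: cells stimulated with NPY near EC25 plus isoproterenol at EC100; 0% = vehicle plus submaximal agonist and 100% = vehicle plus saturating agonist; some results beyond the cut were filed as inactive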
eIF4E 4G PPI = inhibitors of eIF4E and eIF4G interaction in translation initiation. TR-FRET eIF4E-eIF4GI(517-606) binding, 2 h. AID 782. P63073+Q04637. 220,000 tested, 0.37% active. inhibition, % at 21.7 µM;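 active = inhibition above about 30%, limit read from the data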;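 also: 0% = full FRET control wells and 100% = background wells lacking eIF4GI fragment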
EP2 modulator = modulates human prostaglandin E2 receptor EP2 signaling. EP2-expressing cells, cAMP HTRF FRET, PGE2 co-stimulation. induction, % at 25 µM. 260,000 tested, 0.83% active. AID 940;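 active = compounds whose cAMP rise, as percent of the full-agonist control response, exceeds 60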;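 also: rat C6 glioma line stably carrying human EP2 under a CMV promoter; the protocol text gives 20 µM as final concentration; 100% = response of wells given 1 µM PGE2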
Target sequence (P43116 whole entry, looked up): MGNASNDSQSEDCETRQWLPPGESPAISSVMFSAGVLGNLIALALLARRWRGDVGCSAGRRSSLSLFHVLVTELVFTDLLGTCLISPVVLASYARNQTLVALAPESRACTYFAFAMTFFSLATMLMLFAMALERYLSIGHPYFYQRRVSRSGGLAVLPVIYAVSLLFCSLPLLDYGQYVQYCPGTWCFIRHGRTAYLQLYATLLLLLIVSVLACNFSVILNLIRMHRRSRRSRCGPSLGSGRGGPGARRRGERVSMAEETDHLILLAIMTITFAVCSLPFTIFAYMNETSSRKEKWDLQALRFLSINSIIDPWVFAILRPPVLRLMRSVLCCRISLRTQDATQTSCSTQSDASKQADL
S1P4 ag = human S1P4 receptor agonism. O95977. S1P4-expressing cell line, agonist reporter assay. activation, % at 4.98 µM. 220,000 tested, 0.35% active; in the data active = activation above about 11%;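 also: 0% = DMSO vehicle and 100% = reference agonist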
PGE2 EP2 inh = EP2 receptor (human) inhibition; 260,000 tested, 0.52% active; P43116; AID 1422; C6 glioma cells expressing human EP2, cAMP TR-FRET; cells stimulated with saturating PGE2; inhibition, % at 25 µM;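 active = percent inhibition above 40 after rounding to a whole number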;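 also: rat C6 glioma host cells with rolipram phosphodiesterase inhibitor present; the protocol text gives 20 µM as final concentration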
NPY-Y1 antag = NPY-Y1 (human) receptor antagonism. AID 1040. P25929. HEK293-CNG Y1 cells, membrane potential fluorescence; NPY at EC95, then isoproterenol. inhibition, % at 3.6 µM. 200,000 tested, 1% active;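 active = inhibition above the campaign mean inhibition of all tested compounds plus 3 SD, cut at about 20% in these data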;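 also: 0% = DMSO wells given NPY plus isoproterenol and 100% = isoproterenol alone without NPY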
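Material: HEK293 cells with Y1 receptor plus CNG channel; times: compound incubation 1 h at room temperature, readout 45 min post-stimulation; signal: fluorescence, membrane potential probe; read-out basis: fluorescence ratio normalized to % inhibition between controls; benchmarks: full-block control isoproterenol-only wells, zero-block control NPY plus isoproterenol wells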
NPY1 pot ag = human NPY-Y1 potentiation or agonism, primary screen | P25929 | 220,000 tested, 0.37% active | NPY-Y1 expressing cells, potentiator/agonist activation | activation, % at 3.6 µM; in the data active = activation above about 33%, passing the limit was not always enough;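 also: cells stimulated with NPY at EC10 then isoproterenol at EC100; 0% = low agonist plus stimulus and 100% = saturating agonist plus stimulus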
p97 inhibitor = human p97 ATPase inhibition; P55072; recombinant p97 ATPase, Kinase-Glo ATP luminescence, 3 h; inhibition, % at 8 µM; 220,000 tested, 0.42% active; in the data active = inhibition above about 15%;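 also: 0% = DMSO vehicle and 100% = wells lacking enzyme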
Active calls of the source: *; / = no result given; & = joins results of further samples; [ ] = another dose, or the depositor's remark. Only part of the results is shown; count on the stated rates, not on these rows.

SMILES	S1P4 antag	NPY-Y2 PAM-ag	eIF4E 4G PPI	EP2 modulator	S1P4 ag	PGE2 EP2 inh	NPY-Y1 antag	NPY1 pot ag	p97 inhibitor
O=C(NCCN1CCCC1)c1ccccc1Cl	-1	10	-1	-6	-0.1	7	6	9	-1
CC1=C(C)CC(C(=O)Nc2nc(-c3ccc(C)cc3C)c(C)s2)C(C(=O)O)C1 (stereo not given)	-22	-4	-4[fluorescence artefact?]	12	0.5	5	-5	-5	-7
COc1ccccc1NC(=S)Nc1ccccn1	-7	1	6[fluorescence artefact?]	2	0.1	13	3	-31	3
CC1=C(C(=O)N(C)C)C(c2ccc(C)s2)NC(=S)N1 (stereo not given)	-15	-9	0	16	2.1	3	2	0	1
CC12CCCCC1N(O)C(=O)C(=O)N2O (stereo not given)	6	4	-7	1	-0.3	4	5	3	3
Cc1cccc(C)c1NC(=O)c1ccc(CN2CCc3ccccc3C2)cc1	-2	1	0	-19	0.1	/	-3	11	-6
O=C(Cc1cccc2ccccc12)N/N=C/c1ccncc1	-10	-9	2	-43	-0.5	10	-2	3	0
CCOC(=O)c1ccc(NS(=O)(=O)c2ccc3c(c2)oc(=O)n3C)cc1	2	-26	-9[fluorescence artefact?]	-53	-2.1	6	1	-3	-1
O=C(c1ccccc1)c1c[nH]c(C(=O)NCCCn2ccnc2)c1	-14	21	3	-2	-0.1	13	-11	-3	4
COc1cc(C(C)=O)ccc1OCC(=O)c1cc(C)n(C2CC2)c1C	-21	-20	-6	-20	0.4	13	1	-11	-4

Arranged by the number under NPY-Y2 PAM-ag (ascending): 5 from the list above
molecule	S1P4 antag	NPY-Y2 PAM-ag	eIF4E 4G PPI	EP2 modulator	S1P4 ag	NPY1 pot ag	p97 inhibitor
CCOC(=O)c1ccc(NS(=O)(=O)c2ccc3c(c2)oc(=O)n3C)cc1	2	-26	-9[fluorescence artefact?]	-53	-2.1	-3	-1
O=C(Cc1cccc2ccccc12)N/N=C/c1ccncc1	-10	-9	2	-43	-0.5	3	0
COc1ccccc1NC(=S)Nc1ccccn1	-7	1	6[fluorescence artefact?]	2	0.1	-31	3
CC12CCCCC1N(O)C(=O)C(=O)N2O (stereo not given)	6	4	-7	1	-0.3	3	3
O=C(NCCN1CCCC1)c1ccccc1Cl	-1	10	-1	-6	-0.1	9	-1

Remaining list, next part
SMILES	S1P4 antag	NPY-Y2 PAM-ag	eIF4E 4G PPI	EP2 modulator	S1P4 ag	PGE2 EP2 inh	NPY-Y1 antag	NPY1 pot ag	p97 inhibitor
O=C(/C=C/c1ccc(F)cc1)NC(=S)N1CCCCC1c1cccnc1 (stereo not given)	-6	-11	-4	13	0.7	1	/	2	6
Cc1ccc(C(=O)Nc2ccc3c(c2)OCO3)cc1S(=O)(=O)N1CCCCC1	-21	4	3	-16	1.8	10	-5	8	0
Cc1ccc(NC(=O)N2CCN(Cc3ccc4c(c3)OCO4)CC2)cc1	-4	-6	-3	-15	-4.4	9	-2	-11	1
O=C(Nc1cccc2c1[nH]c1ccccc12)C(F)(F)F	7	17	1[fluorescence artefact?]	-71	1.0	19	-8	2	4
Cc1nc(C)n(CC(O)COc2ccc(C(=O)c3ccccc3)cc2)n1 (stereo not given)	5	-4	-3	-16	-4.2	13	1	9	1
COc1cc(CSC)nc(-c2ccccc2)n1	-9	-16	1	12	1.6	11	3	-1	1
Cc1cc(NCCCO)n2nc(-c3cccs3)cc2n1	4	-7	4	-24&-18	0.1	4&2	-1	13	3
Cc1nnc2sc(-c3csc4c3CCCC4)nn12	3	-27	-4	-27	-1.1	6	6	-26	-5
O=C(O)COc1ccc(F)cc1Br	11	-3	0	14	-0.9	4	/	-1	7
CC(=O)Nc1ccc(S(=O)(=O)NC2(C(F)(F)F)NC(=O)N(c3ccc(Cl)cc3)C2=O)cc1 (stereo not given)	1	-13	2	17	1.8	3	4	14	1
O=C(COc1ncnc2ccccc12)Nc1ccc(S(=O)(=O)N2CCOCC2)cc1	4	-15	0	10	0.3	4	/	14	4
O=C(Nc1ccc(-n2cnnn2)cc1)C1CCC1	-10	-23	/	-8&-4	0.2	5&7	15	-18	-2
OCCCNc1nc(-c2ccc(Cl)cc2)nnc1-c1ccc(Br)cc1	10	20	-5	77*	-0.5	13	1	-22	-8
CCc1ccc(N2C(=O)CC(N3CCN(Cc4ccc5c(c4)OCO5)CC3)C2=O)cc1 (stereo not given)	6	-6	-2	-26	-0.7	9	2	12	0
Cc1ccc(CNC(=O)C2COc3ccccc3O2)cc1 (stereo not given)	6	-11	-1	-50	0.7	5	5	-14	-1
CCOC(=O)CN1C(=O)COc2ccc(Cl)cc21	-5	16	3	-10	2.7	-2	4	-6	5
CCN(CC)c1ccc(C=Nc2ccc(C#N)cc2)c(O)c1	-1	14	9[fluorescence artefact?]	16	-0.7	20	3	-4	-3
Cc1ccc(C2N(c3cccc(Cl)c3)C(=O)C3CCCN32)o1 (stereo not given)	-75	6	-4	34	0.5	10	-1	3	3
COc1cc(/C=C2\S/C(=N/S(=O)(=O)c3ccc(C)cc3)NC2=O)c([N+](=O)[O-])cc1OC	-9	-18	4	12	-0.8	2	6	-17	-3
COC(=O)c1ccc(C(c2c(N)n(Cc3ccccc3)c(=O)n(C)c2=O)N2CCOCC2)cc1 (stereo not given)	11	-1	-3	13	0.0	6	2	-3	4
O=P(OC1CCCCC1)(OC1CCCCC1)C(Nc1ccccc1)c1cccnc1 (stereo not given)	20	44*	0	22	-0.7	11	/	35	-1
O=S(=O)(c1ccc(N2CCOCC2)nc1)N1CCOCC1	-5	-2	2[fluorescence artefact?]	13	0.8	4	5	9	0
O=C1NCCN1C(=O)c1ccccc1F	4	10	6	-7	0.1	4	7	9	10
CC(c1ccccn1)N(Cc1ccco1)C(=S)Nc1cccc(F)c1 (stereo not given)	7	1	-2	25	1.6	7	-1	6	2
CCCCOC(=O)c1sc2nc(N3CCOCC3)c3c(c2c1N)CC(C)(C)OC3	-16	-15	-1	8	0.0	11	/	2	7
O=C(Cc1coc2ccc3ccccc3c12)NC1CCCc2ccccc21 (stereo not given)	-3	-8	4[fluorescence artefact?]	-53	1.1	5	7	-31	-4
COC(=O)c1cccc(Nc2nc3ccccc3nc2C)c1	-7	27	-3	-11	3.0	16	-5	8	2
O=C(c1ccccc1-c1nc(-c2ccccc2)no1)N1CCOCC1	3	0	1[fluorescence artefact?]	20	-1.9	10	-4	-8	0
COc1ccc(S(=O)(=O)NCCc2csc(-c3cccnc3)n2)cc1	0	2	2[fluorescence artefact?]	16	3.5	10	-1	0	2
CCOC(=O)N1CCN(C(=O)CCl)CC1	-9	-8	2	21	0.0	7	-5	-13	1

Of the compounds above, these contain an aryl methoxy group.
SMILES	S1P4 antag	NPY-Y2 PAM-ag	eIF4E 4G PPI	EP2 modulator	S1P4 ag	PGE2 EP2 inh	NPY-Y1 antag	NPY1 pot ag	p97 inhibitor
COc1ccccc1NC(=S)Nc1ccccn1	-7	1	6[fluorescence artefact?]	2	0.1	13	3	-31	3
COc1cc(C(C)=O)ccc1OCC(=O)c1cc(C)n(C2CC2)c1C	-21	-20	-6	-20	0.4	13	1	-11	-4
COc1cc(CSC)nc(-c2ccccc2)n1	-9	-16	1	12	1.6	11	3	-1	1
COc1cc(/C=C2\S/C(=N/S(=O)(=O)c3ccc(C)cc3)NC2=O)c([N+](=O)[O-])cc1OC	-9	-18	4	12	-0.8	2	6	-17	-3
COc1ccc(S(=O)(=O)NCCc2csc(-c3cccnc3)n2)cc1	0	2	2[fluorescence artefact?]	16	3.5	10	-1	0	2

Next section:
SMILES	S1P4 antag	NPY-Y2 PAM-ag	eIF4E 4G PPI	EP2 modulator	S1P4 ag	PGE2 EP2 inh	NPY-Y1 antag	NPY1 pot ag	p97 inhibitor
O=C(CC(=O)Nc1ccccn1)Nc1ccccn1	-6	0	0	-3	2.5	10	0	-3	0
C=CCN(CC=C)C(=S)NC(=O)c1ccc(OC)c(Br)c1	6	-12	-5	-24	0.8	1	6	3	-1
O=S(=O)(c1cccc(-c2nc3ccccc3s2)c1)N1CCCC1	-21	-1	2	-49	-0.6	8	7	-7	-2
Cc1ccsc1/C=N/n1cnc2sc(C)c(C)c2c1=O	-1	10	-5	30	0.0	7	10	12	2
COC(=O)c1ccc(CN2CCN(Cc3ccc(C(=O)OC)o3)CC2)o1	0	-1	2	5	0.3	19	-4	-3	3
C[N+]1=C2CCCCCN2C(O)(c2ccccc2)C1 (stereo not given)	-5	6	-16[fluorescence artefact?]	-5	2.8	5	-3	5	4
O=C1c2ccccc2C(=O)N1CC(O)CNc1ccc(Br)cc1 (stereo not given)	-9	27	2[fluorescence artefact?]	-46	1.2	6	-3	-17	7
CC(=O)c1ccc(N2CCN(C(=O)Nc3ccc(C)cc3)CC2)cc1	10	-8	-7	-3	-1.4	12	-2	-15	-3
CCOc1ccc2nc(N3CCC(C(=O)NCCCN4CCOCC4)CC3)sc2c1	1	0	-5	3	0.8	8	/	18	3
Cc1ccc(N2C(=O)CC(Nc3ccccc3)C2=O)cc1 (stereo not given)	-11	-14	1	6	0.9	10	0	-33	5

Fetched one by one from above (3):
SMILES	S1P4 antag	NPY-Y2 PAM-ag	eIF4E 4G PPI	EP2 modulator	S1P4 ag	PGE2 EP2 inh	NPY-Y1 antag	NPY1 pot ag	p97 inhibitor
Cc1ccsc1/C=N/n1cnc2sc(C)c(C)c2c1=O	-1	10	-5	30	0.0	7	10	12	2
COC(=O)c1ccc(CN2CCN(Cc3ccc(C(=O)OC)o3)CC2)o1	0	-1	2	5	0.3	19	-4	-3	3
CCOc1ccc2nc(N3CCC(C(=O)NCCCN4CCOCC4)CC3)sc2c1	1	0	-5	3	0.8	8	/	18	3

(further entries)
SMILES	S1P4 antag	NPY-Y2 PAM-ag	eIF4E 4G PPI	EP2 modulator	S1P4 ag	PGE2 EP2 inh	NPY-Y1 antag	NPY1 pot ag	p97 inhibitor
CCC(=O)NCCC(c1ccco1)c1ccccc1OC (stereo not given)	-13	7	1	9	-1.9	21	2	14	0
CCc1cc2c(NCc3ccco3)ncnc2s1	-6	-4	7	-18	0.3	-1	6	24	-1
CCN(CC)S(=O)(=O)c1ccc(Cl)c(NC(=O)CSc2cccc[n+]2[O-])c1	4	-12	-7	-5	-0.4	16	/	0	-4
CCOc1ccccc1N1CC(C(=O)Nc2cccc(S(=O)(=O)N3CCCCC3)c2)CC1=O (stereo not given)	-14	2	-3	-16	0.6	-1	-2	-6	-4
COc1ccccc1OCCNC(=O)c1ccc(S(=O)(=O)N(C)C)cc1	-21	-10	-1	-1	1.2	6	1	13	-4
CCc1nnc(NC(=O)CSc2nnc(CSc3nc(C)cc(C)n3)o2)s1	-30	5	/	/	1.3	3	9	0	0
CCOC(=O)C1CCN(C(=O)c2ccc(CNS(=O)(=O)c3ccc(OC)cc3)cc2)CC1	1	2	4	6	-1.1	4	2	25	0
Cc1ccc2nc3c(cc(C(=O)NC4CCCC4)c(=N)n3CCCn3ccnc3)c(=O)n2c1	4	17	-1	-13	4.0	3	-5	0	8
Cc1ccc(NS(=O)(=O)c2ccc(N3CCN(c4ccc(O)cc4)CC3)c([N+](=O)[O-])c2)c(C)c1	-1	13	0[fluorescence artefact?]	-72	-2.1	15	-4	7	-3
COc1ccc2c(CCNC(=O)CN3C(=O)c4ccccc4C3=O)c[nH]c2c1	-10	4	2	-47	-1.0	8	-3	-6	-2
